# Bioassay records (PubChem)
# FUS yeast rescue = rescues growth of FUS-expressing yeast; hit rate 0.24% among 390,000; Potency, µM (series often up to 76.6 µM), inactives show top-dose growth rescue (activation), actives largely listed as activators; S. cerevisiae FUS-expressing, growth rescue, OD600, 24 h; AID 1347120;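 also: potency is read from the fitted curve at half-maximal effect; plate controls were DMSO vehicle for no effect and reference control for full effect; nearly all actives have a fitted effect of over 55% in size; some results filed as inactive show a strong effect at the top dose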
#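 Steps: raffinose overnight preculture; dilution to OD 0.005 in 2% galactose minimal medium; compound addition (concentration series); 24hr at 30C, 99% humidity; absorbance read at 600 nm.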
# Abeta rescue = restores growth of yeast expressing A-beta42 peptide. yeast expressing A-beta42, growth rescue, OD600, 48 h; response scale: 0% DMSO, 100% iron-clioquinol control. Potency, µM (top dose mostly 46.1 µM), without a hit: at the highest dose growth rescue, hits mostly activators. hit rate 0.063% among 410,000. AID 1347071; also: potency is read from the fitted curve at half-maximal effect; nearly all actives have a fitted effect of over 55% in size
#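 Yeast growth medium received pinned compounds, then yeast cells expressing toxic A-beta were added; plates incubated at 30 C for 48 hr. Growth read as absorbance at 600 nm, normalized to DMSO and equimolar FeCl3 plus clioquinol controls.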
# WRN helicase inh = blocks human WRN helicase; Potency, µM (series often up to 114 µM), inactives show at the highest dose activity change, negative = inhibition, usual class: inhibitors; Q14191; hit rate 0.46% among 360,000; WRN helicase unwinding, fluorescent forked duplex, kinetic; AID 651768; also: potency is read from the fitted curve at half-maximal effect; % is scaled to controls: 0 for no effect and ±100 for the full control effect; nearly all actives have a fitted effect of over 55% in size
#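 WRN at 20 nM final preincubated with compound 15 min at room temperature; reaction started with 100 nM fluorophore/quencher forked duplex oligonucleotide and 2 mM ATP final. Unwinding followed kinetically by red fluorescence (ex 525, em 598 nm).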
# EPAC1 antagonist = blocks human EPAC1 exchange factor | O95398 | Potency, µM (titrated, usually from 115 µM), without a hit: top-dose activity change, negative = inhibition, most hits filed as inhibitors | EPAC1 GEF assay, Rap1b-BODIPY-GDP exchange fluorescence | hit rate 0.14% among 360,000;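 also: potency is read from the fitted curve at half-maximal effect; plate controls were vehicle for no effect and positive control for full effect; nearly all actives have a fitted effect of over 50% in size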
# PI5P4Ka inh = blocks human PI5P4K alpha kinase activity; PI5P4Kalpha enzyme, ADP-Glo luminescence, 60 min; hits give low values; max response, %; hit rate 1.2% among 330,000; active = max response of -50% or lower; inconclusive = between -30% and -50%; inactive = -30% or higher; also: value at the top dose of about 77 µM; % is scaled to controls: 0 for no effect and ±100 for the full control effect
# Target sequence (P48426 whole entry, looked up): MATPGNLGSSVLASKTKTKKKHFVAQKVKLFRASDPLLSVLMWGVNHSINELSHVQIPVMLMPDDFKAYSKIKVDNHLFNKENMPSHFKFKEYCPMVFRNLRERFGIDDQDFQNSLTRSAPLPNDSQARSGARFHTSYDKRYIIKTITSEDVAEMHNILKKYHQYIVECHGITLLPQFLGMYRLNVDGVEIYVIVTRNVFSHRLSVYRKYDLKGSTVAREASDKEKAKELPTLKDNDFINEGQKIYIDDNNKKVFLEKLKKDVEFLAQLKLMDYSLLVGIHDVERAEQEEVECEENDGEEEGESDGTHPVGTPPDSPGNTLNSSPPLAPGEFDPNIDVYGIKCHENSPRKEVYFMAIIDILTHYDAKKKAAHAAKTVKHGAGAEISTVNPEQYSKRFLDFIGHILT
#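 Reactions run in 0.038 M HEPES pH 7.4, 0.28 mM EGTA, 0.1% CHAPS and 5% DMSO, with PI5P4Kalpha, substrate, compound and 5 microM ATP final, one hour at room temperature. Readout is ADP-Glo luminescence.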
# EPAC1 agonist = activates human EPAC1 exchange factor; O95398; EPAC1 agonist qHTS, biochemical assay; response scale: 100% = response to 6.5 mM cAMP; Potency, µM (top dose mostly 154 µM), inactives show at the highest dose activation, most hits filed as activators; hit rate 0.073% among 360,000; also: potency is read from the fitted curve at half-maximal effect; nearly all actives have a fitted effect of over 60% in size
#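 Fluorescent GDP-exchange assay: 100 nM EPAC1 with 250 nM Rap1B preloaded with BODIPY-GDP and 50 uM GDP; compounds tested as concentration series, 5 min at room temperature, then read every 5 min for 30 min (ex 480/em 540 nm); normalized to 6.5 mM cAMP.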
# PLK1 PBD inh = inhibitors of human PLK1 polo-box domain binding; AID 720504; P53350; Potency, µM, for the others: max response, negative = inhibition, actives largely listed as inhibitors; Plk1 PBD binding of FITC phosphopeptide, fluorescence polarization; hit rate 2.8% among 360,000; also: potency is read from the fitted curve at half-maximal effect; series mostly up to about 57 µM; % is scaled to controls: 0 for no effect and ±100 for the full control effect; nearly all actives have a fitted effect of over 65% in size
# Target sequence (P53350 whole entry, looked up, the tested form may be a part): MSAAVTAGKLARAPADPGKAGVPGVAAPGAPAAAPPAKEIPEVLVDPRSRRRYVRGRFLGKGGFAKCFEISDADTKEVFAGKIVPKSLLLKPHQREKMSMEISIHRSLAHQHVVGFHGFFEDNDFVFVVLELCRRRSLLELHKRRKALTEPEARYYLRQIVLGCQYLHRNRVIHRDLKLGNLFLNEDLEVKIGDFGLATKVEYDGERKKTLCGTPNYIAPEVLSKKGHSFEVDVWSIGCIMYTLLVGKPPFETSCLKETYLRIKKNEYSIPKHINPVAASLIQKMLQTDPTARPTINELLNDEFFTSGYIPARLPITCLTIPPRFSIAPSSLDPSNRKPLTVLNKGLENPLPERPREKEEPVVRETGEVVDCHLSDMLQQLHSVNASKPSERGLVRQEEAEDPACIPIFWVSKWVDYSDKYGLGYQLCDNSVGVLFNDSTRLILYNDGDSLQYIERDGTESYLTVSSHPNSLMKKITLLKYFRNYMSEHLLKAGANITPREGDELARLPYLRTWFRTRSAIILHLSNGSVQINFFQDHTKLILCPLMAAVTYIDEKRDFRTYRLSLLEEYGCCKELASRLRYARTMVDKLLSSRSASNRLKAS
# IL2 activator = activators of IL-2 | hit rate 0.065% among 360,000 | activation, % (series mostly up to about 46 µM) | IL-2 activation reporter assay, cell-based qHTS; stimulated with anti-CD3/CD4/CD28 beads; in transgenic mouse T cells; in the data active = activation above about 50%; inconclusive = mostly about 30% to 49%; also: 0% is about no effect
#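 Readout: EGFP and DsRed signals by fluorescent plate cytometry. Unstimulated transgenic mouse T cells received compound 60 min before antibody-bead stimulation, then incubated 18 h at 37 degrees C.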
# An asterisk follows results filed as active; u = inconclusive; x = not tested or not shown; & = joins results of further samples; [ ] = remark or other dose. Unless noted, calls follow the shape of the dose curve; as a rule, active = well fitted curve in the direction sought with a large enough effect; inconclusive = small, poorly fitted or top-dose-only effect, or another doubt; inactive = no such curve, though single readings can be large; an effect the other way counts as inactive or inconclusive. Outcome played no part in choosing rows; any-hit rate near 4.1%.
# Start of the listing, in advance, three compounds:
SMILES,FUS yeast rescue,Abeta rescue,WRN helicase inh,EPAC1 antagonist,PI5P4Ka inh,EPAC1 agonist,PLK1 PBD inh,IL2 activator
O=C(NCc1ccncc1)C1COc2ccccc2O1 (centres undefined),4%,13%,8%,7%,0,0%,-6%,-2.7
CCOC(=O)C(C(C)=O)C(c1ccc(OC)cc1)C(C(C)=O)C(=O)OCC (centres undefined),-38%,-9%[9.22 µM],-22%,-15%,10,6%,-5%,5.6
CCOCCCNC(=O)c1cn(CC)c2ccc(S(=O)(=O)N3CCC(C)CC3)cc2c1=O,u,10%,-3%,-10%,7,-7%,-6%,-2.5

# The listing, previewed entries included:
SMILES,FUS yeast rescue,Abeta rescue,WRN helicase inh,EPAC1 antagonist,PI5P4Ka inh,EPAC1 agonist,PLK1 PBD inh,IL2 activator
O=C(NCc1ccncc1)C1COc2ccccc2O1 (centres undefined),4%,13%,8%,7%,0,0%,-6%,-2.7
CCOC(=O)C(C(C)=O)C(c1ccc(OC)cc1)C(C(C)=O)C(=O)OCC (centres undefined),-38%,-9%[9.22 µM],-22%,-15%,10,6%,-5%,5.6
CCOCCCNC(=O)c1cn(CC)c2ccc(S(=O)(=O)N3CCC(C)CC3)cc2c1=O,u,10%,-3%,-10%,7,-7%,-6%,-2.5
Cc1ccc(C)c(Cn2nnc3c(=O)[nH]c(C(=O)NCc4ccco4)nc32)c1,18%,18%,u,2%,x,-2%,-23%,-2.8
Cc1cn(C2CCC(CO)O2)c(=O)[nH]c1=O (centres undefined),-34%,1%,-7%,u,9,4%,-13%,3.1
Fc1ccc(C2NCCn3cccc32)cc1 (centres undefined),15%,20%,3%,15%,-2,-4%,-2%,0.5
COc1cccc(NC(=O)c2ccc(-n3cnnn3)cc2)c1,-6%,-5%,-13%,-16%,2,-8%,-1%,2.5
O=C(CCCN1C(=O)c2ccccc2C1=O)NCCCn1ccnc1,-34%,8%,-3%,-4%,3,14%,-2%,0.8
Cc1nc(C)c(C(=O)Nc2nc3c(C)cccc3s2)o1,37%,-19%,u,-18%,x,0%,24µM*,-0.6
O=S1(=O)CC(N2CCCCC2)C1CN1CCCCC1 (centres undefined),-17%,1%,5%,-3%,-2,6%,-7%,1.9

# An excerpt of these results, with tabs:
Structure	FUS yeast rescue	Abeta rescue	WRN helicase inh	EPAC1 antagonist	PI5P4Ka inh	EPAC1 agonist	PLK1 PBD inh	IL2 activator
Cc1nc(C)c(C(=O)Nc2nc3c(C)cccc3s2)o1	37%	-19%	u	-18%	x	0%	24µM*	-0.6
O=S1(=O)CC(N2CCCCC2)C1CN1CCCCC1 (centres undefined)	-17%	1%	5%	-3%	-2	6%	-7%	1.9

# Next section
SMILES,FUS yeast rescue,Abeta rescue,WRN helicase inh,EPAC1 antagonist,PI5P4Ka inh,EPAC1 agonist,PLK1 PBD inh,IL2 activator
CN(c1ccccc1)S(=O)(=O)c1ccc(NC(=O)c2nc(S(C)(=O)=O)ncc2Cl)cc1,18%&41%,-16%&-10%,-8%,-16%,3,7%,17µM*,-4.2
Clc1ccc(C(c2nnnn2C2CCCC2)N2CCN(Cc3ccncc3)CC2)cc1 (centres undefined),3%,5%,7%,-2%,9,5%,-16%,-1.8
COc1ccc(CN2CCNC(=O)C2CC(=O)NCCc2nc(C)c(C)s2)cc1C (centres undefined),26%,15%,3%,9%,-3,-6%,-20%,-2.7
CCC1(c2ccc(F)cc2)NC(=O)N(CC(=O)Nc2ccc(C(N)=O)cc2)C1=O (centres undefined),3%,9%,6%,1%,0,6%,-5%,-0.1
COc1ccc(/C=C/C(=O)NC2CCCCC2C)cc1 (centres undefined),13%,6%,14%,8%,0,-3%,-9%,-2.3
CC1C/C(=C/c2cccs2)C(=O)/C(=C/c2cccs2)C1 (centres undefined),10%,-11%,2%,19%,4,6%,-4%,-0.4
O=C(NCC(c1ccco1)N1CCc2ccccc2C1)c1cccc(F)c1 (centres undefined),10%,-3%,-15%,-16%,2,-3%,-1%,-0.3
Cc1cc(=O)[nH]c(SCC(=O)Nc2ccc(S(=O)(=O)N3CCOCC3)cc2)n1,13%,3%,-7%,-9%,0,0%,-18%,-1.4
CCN(c1ccccc1)S(=O)(=O)c1ccc(Cl)c(NC(=O)COC(=O)c2ccc(O)cc2)c1,x,14%,0%,0%,-9,-2%,1%,-0.8
COC(=O)N1CC(=O)N(OC)C1c1ccc(Cl)cc1Cl (centres undefined),13%,-10%,9%,8%,x,0%,-1%,1.0

# Quoted from above for reference:
SMILES,FUS yeast rescue,Abeta rescue,WRN helicase inh,EPAC1 antagonist,PI5P4Ka inh,EPAC1 agonist,PLK1 PBD inh,IL2 activator
O=C(NCc1ccncc1)C1COc2ccccc2O1 (centres undefined),4%,13%,8%,7%,0,0%,-6%,-2.7
CCOC(=O)C(C(C)=O)C(c1ccc(OC)cc1)C(C(C)=O)C(=O)OCC (centres undefined),-38%,-9%[9.22 µM],-22%,-15%,10,6%,-5%,5.6
CCOCCCNC(=O)c1cn(CC)c2ccc(S(=O)(=O)N3CCC(C)CC3)cc2c1=O,u,10%,-3%,-10%,7,-7%,-6%,-2.5

# New compounds follow:
SMILES,FUS yeast rescue,Abeta rescue,WRN helicase inh,EPAC1 antagonist,PI5P4Ka inh,EPAC1 agonist,PLK1 PBD inh,IL2 activator
O=C(Nc1ccccc1)O/N=C/c1ccncc1,-17%,23%,-1%,-16%,1,3%,u,-0.5
C=CCCN(C(CC(C)C)C(=O)OC)S(=O)(=O)c1ccccc1Br (centres undefined),-7%,-6%,-4%,-8%,19,1%,-9%,-0.6
CCOC(=O)/C(C#N)=C/c1ccc(N2CCN(Cc3ccccc3)CC2)cc1,x,18%,u,46%[activator],8,89µM*,-16%,11
Cc1ccc(/C=N/NC(=O)C(c2ccncc2)N2CCOCC2)cc1 (centres undefined),-12%,17%,6%,0%,2,-5%,-7%,-0.8
Cc1ccc(-c2cc(=O)[nH]c(NCc3ccccc3)n2)cc1,10%,-3%,12%,-18%,12,5%,-15%,0.2
COCCCNC(=S)Nc1c(C)cc(C)cc1C,1%,-3%,-1%,8%,-1,12%,2%,1.1
CCCCOc1ccc(C(=O)NCC(=O)N2CC=C(c3ccccc3)CC2)cc1,5%,7%,-15%,-3%,0,10%,4%,-0.5
Nc1[nH]c(=O)[nH]c(=O)c1N=Cc1ccccc1,x,-25%,u,-18%,u,9%,u,-2.0
C=C1CCC[C@]2(C)C[C@H]3OC(=O)C(CN(C)CC(OC)OC)[C@H]3CC12 (some centres undefined),-15%,-9%,-8%[57.1 µM],17%,6,-10%,2%,4.5
CC(C)CC(=O)NC(=S)Nc1cccc2nsnc12,0%,18%,20%,12%,3,-8%,-4%,0.3

# With a hit mark in PLK1 PBD inh, of those listed so far:
mol | FUS yeast rescue | WRN helicase inh | EPAC1 antagonist | PI5P4Ka inh | PLK1 PBD inh | IL2 activator
Cc1nc(C)c(C(=O)Nc2nc3c(C)cccc3s2)o1 | 37% | u | -18% | x | 24µM* | -0.6
CN(c1ccccc1)S(=O)(=O)c1ccc(NC(=O)c2nc(S(C)(=O)=O)ncc2Cl)cc1 | 18%&41% | -8% | -16% | 3 | 17µM* | -4.2

# The results go on:
SMILES,FUS yeast rescue,Abeta rescue,WRN helicase inh,EPAC1 antagonist,PI5P4Ka inh,EPAC1 agonist,PLK1 PBD inh,IL2 activator
Cn1c(=O)c(Nc2ccc(O)cc2)c2c3c(cccc31)C(=O)c1ccccc1-2,u,-10%,u,5%,u,11%,u,-0.2
O=C(Nc1ccc(F)cc1F)C1CC(=O)N(Cc2ccccc2)C1 (centres undefined),-16%,4%,-1%,3%,5,0%,2%,-0.1
CCc1ccccc1NC(=O)Cn1nnc(-c2cccs2)n1,5%,-1%,-3%,3%,x,3%,u,0.8
CCCCN1C(=O)CC2CCOC21C (centres undefined),-15%,-1%,5%,12%,3,4%,-5%,0.6
CCn1c(N2CCN(C(=S)NCC(C)C)CC2)nc2ccccc21,-1%,5%,0%,u,x,-1%,-3%,-2.3
COc1ccc(/C=C(/NC(=O)c2ccccc2)C(=O)NCCCn2ccnc2)cc1OC,11%,12%,5%,25%,-1,2%,0%,-2.0
Cc1nnc(SCC(=O)NNC(=O)C(C)C)[nH]c1=O,-36%,20%,0%,0%,-2,8%,-5%,-0.8
CN1CCN(CP(=O)(N2CCOCC2)N2CCOCC2)CC1,0%,6%,5%[57.1 µM],0%,2,15%,-8%,0.6
COc1cccc(-c2nc3n(n2)C(c2ccccc2Cl)C(C(N)=O)=C(C)N3)c1 (centres undefined),-11%,-10%,-6%,-23%,-9,-3%,-9%,0.9
CCOC(=O)c1sc(NC(=O)c2cc3n(n2)C(C(F)(F)F)CC(c2cccs2)N3)c(C(=O)OCC)c1C (centres undefined),-9%,2%,-37%[57.1 µM],-5%,-10,-5%,-5%,-1.9
Cn1cc[n+](C)c1COc1ccc(C=O)cc1,-9%,-20%,4%,-18%,2,-7%,0%,0.2
COc1ccccc1C(=O)Nc1ccnn1C1CCN(CCC(C)c2ccc(C)o2)CC1 (centres undefined),29%,8%,5%,0%,1,-4%,-12%,0.7
CN(C)c1ccc(C(CNS(=O)(=O)c2ccc3ccccc3c2)c2c[nH]c3ccccc23)cc1 (centres undefined),x,13%,-7%,4%,-1,18%,1%,0.4
Cc1ccc(C(=O)c2cc([N+](=O)[O-])ccc2N2CCCCC2)c(C)c1,x,27%,-4%,-24%,16,9%,-10%,-0.8
CN(C)C(=S)Nc1ccc([N+](=O)[O-])cc1,x,-3%,-8%,-10%,-2,-5%,-8%,0.2
O=C1SC(Cc2ccccc2)C(=O)N1c1ccccc1 (centres undefined),-20%,12%,-28%,-3%,-1,8%,-11%,2.8
Cc1ccc(S(=O)(=O)N/N=C/c2cccc3c2OCCO3)cc1,12%,8%,-21%[57.1 µM],0%,-2,1%,-8%,-1.0
COc1ccc(CN2C(=O)c3ccccc3C(/C=N\OCc3ccc(C)cc3)C2=O)cc1 (centres undefined),17%,27%,-13%[57.1 µM],2%,3,-9%,-4%,5.7
